RGS8-Gao – regulators of human RGS8-Galphao interaction; P09471; response (percent of control binding), % at 10 µM; multiplexed bead flow cytometry, RGS8-Galphao binding; actives lie on both sides; 0.34% of 220,000 active; in the data active means response below about 60% or above about 140%; inactive means in between;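 further: Galphao activated as the GDP aluminium fluoride complex binding bead-coupled RGS8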
Target sequence (P09471 whole entry, looked up): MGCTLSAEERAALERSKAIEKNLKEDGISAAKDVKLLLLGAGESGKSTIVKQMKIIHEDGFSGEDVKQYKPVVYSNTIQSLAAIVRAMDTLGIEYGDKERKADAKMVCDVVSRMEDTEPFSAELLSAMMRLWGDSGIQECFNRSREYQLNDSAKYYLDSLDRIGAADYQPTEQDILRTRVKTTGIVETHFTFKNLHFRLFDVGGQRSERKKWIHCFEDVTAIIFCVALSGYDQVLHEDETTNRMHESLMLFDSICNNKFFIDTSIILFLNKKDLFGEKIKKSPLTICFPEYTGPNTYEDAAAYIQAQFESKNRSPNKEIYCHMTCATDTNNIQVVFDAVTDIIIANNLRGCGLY
Bim-Bcl-XL – disrupts Bim peptide binding to human Bcl-XL; inhibition, % at 10 µM; 0.04% of 190,000 active; bead flow cytometry, fluorescence
Target sequence (Q07817 whole entry, looked up): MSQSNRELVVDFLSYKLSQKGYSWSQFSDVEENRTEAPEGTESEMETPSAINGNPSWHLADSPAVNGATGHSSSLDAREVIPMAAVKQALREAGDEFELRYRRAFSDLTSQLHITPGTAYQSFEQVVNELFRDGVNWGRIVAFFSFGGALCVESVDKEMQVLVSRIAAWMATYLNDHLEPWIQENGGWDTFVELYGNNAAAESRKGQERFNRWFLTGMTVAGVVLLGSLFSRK
Bcl-W Bim block – disrupts Bim peptide binding to human Bcl-W. AID 952. 0.02% of 190,000 active. Q92843. bead-based flow cytometry. inhibition, % at 10 µM;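 further: 0% = bound tracer without compound and 100% = peptide blocker; higher means less fluorescent Bim peptide bound to Bcl-W beads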
RGS7-Gao – human RGS7-Galphao interaction regulation | Multiplexed bead flow cytometry, RGS7-Galphao binding; actives lie on both sides | binding response (% of control), % at 10 µM | 0.35% of 220,000 active; in the data active means binding response below about 49% or above about 150%; inconclusive means no clear call, values can overlap the other calls; inactive means in between;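 further: fluorescent Galphao held in activated GDP-AlF4 state binding bead-coupled RGS7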
GSH fluor – GSH bead compound fluorescence profile | GSH beads flow cytometry, compound fluorescence 488/530 nm; active compounds read high | fluorescence (KMESF) at 10 µM | 0.25% of 190,000 active | AID 1776; in the data active means fluorescence above about 89;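 further: glutathione beads carrying GST-tagged Bcl family fusion proteins plus one bare bead set; values are compound well signal with DMSO vehicle wells as background; inactives centre near 16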
RGS4-Gao reg – modulates binding of RGS4 to human Galphao. P09471. Multiplexed bead flow cytometry; actives lie on both sides. binding response (% of control), % at 10 µM. 0.33% of 220,000 active; in the data active means binding response below about 49% or above about 150%; inactive means in between;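 further: fluorescent Galphao activated with aluminum fluoride binding bead-coupled RGS4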
Bcl-2 Bim block – disrupts Bim peptide binding to human Bcl-2; Bead-based flow cytometry, Bim peptide-Bcl-2 binding; 0.06% of 190,000 active; inhibition, % at 10 µM; P10415; in the data active means inhibition above about 40%; inconclusive means no clear call, values can overlap the other calls;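 further: 0% = no compound wells with probe peptide and 100% = reference peptide inhibitor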
Target sequence (P10415 whole entry, looked up): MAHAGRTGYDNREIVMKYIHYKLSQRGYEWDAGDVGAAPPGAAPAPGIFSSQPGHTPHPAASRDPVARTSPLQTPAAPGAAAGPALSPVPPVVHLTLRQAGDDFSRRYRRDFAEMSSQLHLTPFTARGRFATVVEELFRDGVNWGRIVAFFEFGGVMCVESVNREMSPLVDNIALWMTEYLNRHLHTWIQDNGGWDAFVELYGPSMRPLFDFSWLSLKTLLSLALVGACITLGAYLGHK
Mcl1-Bid inh – Mcl-1/Bid interaction inhibition; Q07820; TR-FRET Mcl-1/Bid-Dy647 peptide binding, 1536-well; inhibition, % at 21.7 µM; 0.97% of 220,000 active; AID 1021;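 active means compounds that cut the binding signal by more than half at the single screening dose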;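 further: His-tagged Mcl-1 with europium anti-His antibody binding Bid BH3 peptide; 0% = Mcl-1 plus peptide wells and 100% = peptide-only wells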
Bcl-B Bim block – disrupts Bim peptide binding to human Bcl-B. Q9HD36. bead-based flow cytometry. inhibition, % at 10 µM. 0.073% of 190,000 active. AID 951;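 further: 0% = tracer peptide without compound and 100% = reference inhibitor peptide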
Target sequence (Q9HD36 whole entry, looked up): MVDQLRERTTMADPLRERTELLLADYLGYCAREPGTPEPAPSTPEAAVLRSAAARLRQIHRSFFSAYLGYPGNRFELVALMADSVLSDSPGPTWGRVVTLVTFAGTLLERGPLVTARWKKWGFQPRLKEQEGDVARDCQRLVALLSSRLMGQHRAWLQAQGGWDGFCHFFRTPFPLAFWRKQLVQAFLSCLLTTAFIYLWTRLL
Mcl-1 Bim block – inhibitors of Bim-Mcl-1 interaction, human; Bead-based flow cytometry, Bim peptide-Mcl-1 binding; inhibition, % at 10 µM; AID 1009; Q07820; 0.1% of 190,000 active;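 further: 0% = no compound tracer wells and 100% = peptide blocker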
Bfl-1 Bim block – disrupts Bim binding to human Bfl-1 | Q16548 | Bead-based flow cytometry, Bim-Bfl-1 binding inhibition | inhibition, % at 10 µM | 0.12% of 190,000 active | AID 1008;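 further: 0% = wells without compound plus tracer and 100% = blocker peptide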
An asterisk follows results filed as active; ? = inconclusive; . = not tested or not shown. Unless noted, no stated cut-off is given here; in the data, active means inhibition above about 40%.

| SMILES | RGS8-Gao | Bim-Bcl-XL | Bcl-W Bim block | RGS7-Gao | GSH fluor | RGS4-Gao reg | Bcl-2 Bim block | Mcl1-Bid inh | Bcl-B Bim block | Mcl-1 Bim block | Bfl-1 Bim block |
| --- | --- | --- | --- | --- | --- | --- | --- | --- | --- | --- | --- |
| COc1ccc(Cc2nnc(NS(=O)(=O)c3ccccc3)s2)cc1 | 108 | 1 | 0 | 105 | 12 | 105 | -4 | -19 | -4 | 1 | -4 |
| FC(F)c1nnc2c(Cl)cc(C(F)(F)F)cn12 | 101 | 0 | -2 | 91 | 12 | 99 | 3 | 6 | 1 | -2 | 5 |
| CO/N=C/c1ccc(OC)c(Oc2nc(OC)cc(OC)n2)c1 | 117 | 0 | -1 | ? | 10 | 118 | -3 | -23 | -4 | -1 | -5 |
| O=C(Nc1cc(C(F)(F)F)ccc1N1CCCCC1)c1ccco1 | 101 | -1 | 0 | 101 | 29 | 106 | -7 | -17 | -5 | 0 | -9 |
| Cc1cccc(N(C2C=CS(=O)(=O)C2)S(=O)(=O)c2ccccc2)c1 (stereo not drawn) | 99 | -3 | -1 | 102 | 30 | 104 | -10 | -9 | -8 | -2 | -17 |
| CCc1cc(C(=O)NNC(=S)NCC2CCCO2)cs1 (stereo not drawn) | 102 | -2 | 0 | 106 | 21 | 104 | -7 | -89 | -8 | 0 | -7 |
| O=C(N/N=C/c1ccc(O)cc1O)/C(=C/c1ccccc1)CCO | 97 | -2 | 0 | 99 | 10 | 98 | 3 | -66 | -1 | 3 | 1 |
| O=C(COc1ccc(Cl)cc1)N1CCN(C(=O)c2cccc(F)c2)CC1 | 99 | -1 | -1 | 95 | 16 | 94 | 1 | -5 | -3 | -3 | 0 |
| Cc1ccc(-c2ccc(/C=N/NC(=O)CN3CCOCC3)o2)cc1[N+](=O)[O-] | 103 | -7 | -3 | 101 | 15 | 100 | -3 | -59 | -10 | -1 | -5 |
| CCOC(=O)C1(CCc2ccccc2)CCN(C(=O)CCn2cncn2)CC1 | 101 | -6 | -1 | 99 | 11 | 98 | -6 | -26 | -5 | 0 | -8 |
| CC(C)(CO)CNC(=O)CC1C(=O)NCCN1CC(c1ccccc1)c1ccccc1 (stereo not drawn) | 99 | -4 | -4 | 104 | 13 | 100 | -2 | -35 | -3 | -4 | -2 |
| CN(C1CCCCC1)S(=O)(=O)c1ccc(NC(=O)C2CCCCC2)cc1 | 97 | -4 | -1 | 97 | 14 | 92 | -10 | -2 | -10 | 0 | -9 |

| SMILES | RGS8-Gao | Bim-Bcl-XL | Bcl-W Bim block | RGS7-Gao | GSH fluor | RGS4-Gao reg | Bcl-2 Bim block | Mcl1-Bid inh | Bcl-B Bim block | Mcl-1 Bim block | Bfl-1 Bim block |
| --- | --- | --- | --- | --- | --- | --- | --- | --- | --- | --- | --- |
| Cc1ccc(S(=O)(=O)c2c(N)n(Cc3ccco3)c3nc4ccccc4nc23)cc1C | 90 | -4 | -2 | 100 | 77 | 97 | -3 | -28 | -4 | -1 | -6 |
| Cc1cccc(C)c1NC(=O)N1CCC(N2CCCCC2)CC1 | 103 | -6 | -1 | 101 | 36 | 100 | -10 | -31 | -10 | -3 | -19 |
| CCOC(=O)CSc1ncnc2c1c(-c1ccccc1)cn2-c1ccc(OC)cc1 | 101 | -9 | -7 | 103 | 11 | 100 | -5 | 6 | -6 | -5 | -6 |
| C[N+](C)(C)CCCCCCC(=O)/C=N/O | 99 | -7 | -6 | 103 | 16 | 99 | -4 | -18 | -8 | -1 | -10 |
| Cc1c(C#N)c(NC(=O)c2ccccc2)n(Cc2ccccc2)c1C | 104 | -31 | -1 | 104 | 36 | 103 | -8 | -9 | -7 | 0 | -13 |
| CCOC(=O)C1CCCN(S(=O)(=O)c2ccc(OC)c3ccccc23)C1 (stereo not drawn) | 91 | 8 | 5 | 95 | 10 | 92 | 7 | 7 | 1 | 5 | 3 |
| CN1CCN(CCC(=O)Nc2ccc(F)c(F)c2)CC1 | 119 | -3 | -3 | 107 | 39 | 108 | -15 | -10 | -7 | -5 | -11 |
| CCCCc1ccc(NC=C2C(=O)OC3(CCCCC3)OC2=O)cc1 | 99 | -2 | 0 | 97 | 26 | 101 | -11 | -1 | -7 | -1 | -16 |
| Cc1ccccc1NC(=O)c1nc[nH]c1C(=O)NCc1ccccc1 | 108 | -4 | 0 | 114 | 43 | 112 | -13 | -54 | -9 | -3 | -13 |
| CCOc1ccccc1N/C(=C(/C(Cl)=C(Cl)Cl)[N+](=O)[O-])n1cncn1 | 102 | -2 | 0 | 106 | 37 | 113 | 0 | 61* | 0 | -3 | 0 |
| COC(=O)CCC(NC(=O)OCc1ccccc1)C(=O)NC(CC(C)C)C(=O)OC (stereo not drawn) | 95 | -2 | 0 | 93 | 4 | 95 | 0 | -8 | -4 | 0 | -10 |
| Cc1ccc(S(=O)(=O)N2c3ccccc3-c3c(ssc3=S)C2(C)C)cc1 | 101 | 5 | 5 | 101 | 7 | 103 | 9 | -54 | 8 | 1 | 16 |

| SMILES | RGS8-Gao | Bim-Bcl-XL | Bcl-W Bim block | RGS7-Gao | GSH fluor | RGS4-Gao reg | Bcl-2 Bim block | Mcl1-Bid inh | Bcl-B Bim block | Mcl-1 Bim block | Bfl-1 Bim block |
| --- | --- | --- | --- | --- | --- | --- | --- | --- | --- | --- | --- |
| CC(C)[C@H](NC(=O)c1ccco1)C(=O)OCc1cc(=O)n2c(n1)sc1ccccc12 | 99 | 0 | 0 | 93 | 19 | 90 | 0 | -30 | -4 | -1 | -3 |
| Oc1ccc(O)c(Cc2nc3ccccc3[nH]2)c1 | 94 | 1 | 1 | 96 | 18 | 96 | 0 | -47 | 0 | 4 | 3 |
| COc1cccc(CC2(CO)CCCN(Cc3ccc4c(c3)OCCO4)C2)c1 (stereo not drawn) | 82 | -6 | -3 | 67 | 15 | 76 | -3 | -21 | -8 | 1 | -5 |
| CCOc1cc2[nH]c(=O)n(Cc3ccc(C(=O)NCCOC)cc3)c(=O)c2cc1OCC | 102 | 0 | 0 | 104 | 19 | 103 | -7 | 2 | -5 | 1 | -11 |
| COc1ccc(C(=O)CN2CCN(S(=O)(=O)c3cccc([N+](=O)[O-])c3)CC2)cc1OC | 101 | -8 | 0 | 102 | 17 | 101 | -4 | -19 | -5 | -1 | -7 |
| CC(C)N1CCc2c(sc(NC(=O)c3ccc(S(=O)(=O)N4CCOCC4)cc3)c2C#N)C1 | 109 | -2 | -8 | 101 | 13 | 94 | -2 | -15 | -2 | -6 | -2 |
| CCNC(=S)NNC(=O)c1csc2c1CCCC2 | 100 | -8 | -5 | 102 | 20 | 99 | -3 | -12 | -10 | -8 | -13 |
| CC(=O)OCCn1c(Br)nc2c1c(=O)[nH]c(=O)n2C | 99 | 2 | 2 | 99 | 17 | 94 | -2 | -2 | 0 | 1 | 1 |
| O=C1CCc2cc(S(=O)(=O)N3CCC(C(=O)NCc4ccccc4Cl)CC3)ccc2N1 | 107 | -6 | -5 | 104 | 14 | 103 | -9 | -10 | -7 | -1 | -14 |
| Cc1ccc(OCC(=O)OCc2c(C)noc2C)cc1C | 102 | 2 | 0 | 100 | 8 | 106 | 1 | 3 | -4 | 1 | -3 |
| NC(=O)C1CCN(C(=O)CCCCCn2c(=O)[nH]c3ccsc3c2=O)CC1 | 85 | -1 | 0 | 99 | 18 | 100 | -2 | -5 | -2 | -2 | 0 |
| CCOc1cc(N2CCOCC2)c(OCC)cc1NC(=O)CN1CCCC(C)C1 (stereo not drawn) | 110 | -4 | -4 | 101 | 9 | 100 | -1 | -19 | -8 | -2 | 0 |

| SMILES | RGS8-Gao | Bim-Bcl-XL | Bcl-W Bim block | RGS7-Gao | GSH fluor | RGS4-Gao reg | Bcl-2 Bim block | Mcl1-Bid inh | Bcl-B Bim block | Mcl-1 Bim block | Bfl-1 Bim block |
| --- | --- | --- | --- | --- | --- | --- | --- | --- | --- | --- | --- |
| Cc1nc2ccccc2nc1OCc1cccc([N+](=O)[O-])c1 | 95 | 0 | 2 | ? | 16 | 93 | -1 | -29 | -2 | 1 | -3 |
| COc1ccccc1-n1cnnc1SCC(=O)Nc1cccc(S(=O)(=O)N2CCCCC2)c1 | 100 | -9 | -3 | 98 | 24 | 99 | -6 | -4 | -10 | -6 | -3 |
| CN1C2C=C3C(C#N)=C(N)C(C#N)(C#N)[C@@H](c4ccc(Cl)cc4)[C@@H]3C1CC2 (stereo partly drawn) | 99 | -12 | -8 | 101 | 26 | 99 | -10 | -22 | -12 | -9 | -22 |
| O=C(Cn1ncc2c(=O)oc3ccccc3c21)N1CCC(N2CCCCC2)CC1 | 102 | -5 | -3 | 103 | 15 | 105 | -1 | -25 | -5 | 1 | -8 |
| COc1ccccc1CNC(=O)c1cc(=O)c2ccccc2o1 | 101 | -1 | 0 | ? | 28 | 100 | -2 | -13 | -3 | -2 | -5 |
| O=C1NC(=Nc2ccc3ccccc3c2)S/C1=C/c1ccco1 | 99 | 0 | 1 | ? | 15 | 97 | 0 | -66 | -4 | 2 | 0 |
| Cc1nc(CS(=O)(=O)c2ccc(Cl)cc2)cc(N2CCOCC2)n1 | 102 | -1 | 0 | 104 | 17 | 104 | -1 | -19 | 1 | 0 | -1 |
| Cn1c(Cn2c(=O)sc3ccccc32)nnc1SCC(=O)Nc1cccc(F)c1 | 99 | -6 | -10 | 99 | 15 | 102 | -3 | -14 | -10 | -6 | -5 |
| COc1ccccc1/C=C/C(=O)NC(=S)NC(C)C | 100 | -4 | -1 | 103 | 5 | 102 | -2 | -12 | -4 | -6 | -1 |
| N#CCSc1nc2ccc(N3CCCCC3)cc2c(=O)n1Cc1ccccc1 | 98 | 1 | 5 | 92 | 33 | 90 | 4 | . | -7 | 1 | 5 |
| S=C(Nc1ccccc1Cl)N(Cc1cccnc1)Cc1ccco1 | 100 | 0 | -1 | ? | 13 | 101 | 2 | 0 | 3 | 0 | 4 |
| COc1cccc(CNCCSc2nnnn2C)c1 | 96 | -3 | 1 | 96 | 48 | 91 | -4 | -28 | -8 | 0 | -11 |

| SMILES | RGS8-Gao | Bim-Bcl-XL | Bcl-W Bim block | RGS7-Gao | GSH fluor | RGS4-Gao reg | Bcl-2 Bim block | Mcl1-Bid inh | Bcl-B Bim block | Mcl-1 Bim block | Bfl-1 Bim block |
| --- | --- | --- | --- | --- | --- | --- | --- | --- | --- | --- | --- |
| Cc1ccc(F)cc1NC(=O)C1CCN(c2cnccn2)CC1 | 102 | 3 | 1 | 99 | 48 | 99 | -3 | -30 | -4 | 0 | -14 |
| Cc1cc(=O)oc(C)c1C(=O)Nc1ccc(Cl)cn1 | 97 | 3 | 0 | 99 | 8 | 97 | -1 | -6 | 0 | -1 | -2 |
| COc1ccc(N(CC(=O)NCc2ccccc2OC)S(=O)(=O)c2ccccc2[N+](=O)[O-])c(OC)c1 | 102 | -4 | -2 | 96 | 50 | 97 | -13 | -16 | -5 | -1 | -14 |
| Cc1cc(=O)oc(C)c1C(=O)OCC(=O)c1ccc(Cl)cc1 | 102 | 0 | -4 | 101 | 23 | 102 | -3 | -22 | 0 | -2 | -2 |
